# Compound activity from PubChem.
# SKKanGAS inh – S. pyogenes SKKanGAS growth inhibitors in kanamycin, primary screen, streptokinase expression inhibitor project, SKKanGAS strain, BacTiter-Glo luminescence. AID 1662, 2009. 6 h. 300,000 compounds, 1.3% hits. inhibition, % at 7.5 µM;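 active = mean replicate score, as percent of positive control median, at least 50; inconclusive = mean below 50 but one replicate at or above 50; inactive = mean and every replicate below 50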;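 also: strain carries kanamycin resistance gene driven by streptokinase promoter and grows in 40 µg/ml kanamycin; loss of luminescence reflects streptokinase promoter inhibition or plain growth inhibition; 0% = median of DMSO wells and 100% = positive control at its reference dose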
# KCNK9 block – KCNK9 potassium channel inhibitors, primary screen, HEK293 cells, thallium flux. 310,000 compounds, 1.2% hits. B-score at 10 µM. FluxOR thallium flux fluorescence; stronger effect = lower value. AID 488922, 2010;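 active = ratio B-score over 3 SD below the library mean, with starting fluorescence within 5 SD of its mean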;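 also: negative B-score means less thallium flux so channel inhibition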
# KCNQ1 block – inhibitors of human KCNQ1 channel, primary screen, cell-based, thallium flux, high-throughput; CHO-K1 KCNQ1, FluxOR thallium flux fluorescence; stronger effect = higher value; B-score at 10 µM; 310,000 compounds, 1.3% hits; AID 2642, 2010;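 active = compounds whose thallium flux B-score, printed positive for inhibition, exceeds three library SD while starting fluorescence stays within three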;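 also: channel opened by potassium depolarization with thallium stimulus after 20 min compound exposure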
# HDAC3 inh – HDAC3 deacetylase inhibitors, primary screen, biochemical, fluorescence, cell-free homogeneous; recombinant HDAC3, fluorogenic peptide/trypsin coupled; AID 2718, 2010; inhibition, % at 8.3 µM; Histone deacetylase 3 (Homo sapiens), O15379; 320,000 compounds, 0.15% hits; in the data active = inhibition above about 26%, passing the limit was not always enough; inconclusive = no clear call, values can overlap the other calls
# Target sequence (O15379 whole entry, looked up): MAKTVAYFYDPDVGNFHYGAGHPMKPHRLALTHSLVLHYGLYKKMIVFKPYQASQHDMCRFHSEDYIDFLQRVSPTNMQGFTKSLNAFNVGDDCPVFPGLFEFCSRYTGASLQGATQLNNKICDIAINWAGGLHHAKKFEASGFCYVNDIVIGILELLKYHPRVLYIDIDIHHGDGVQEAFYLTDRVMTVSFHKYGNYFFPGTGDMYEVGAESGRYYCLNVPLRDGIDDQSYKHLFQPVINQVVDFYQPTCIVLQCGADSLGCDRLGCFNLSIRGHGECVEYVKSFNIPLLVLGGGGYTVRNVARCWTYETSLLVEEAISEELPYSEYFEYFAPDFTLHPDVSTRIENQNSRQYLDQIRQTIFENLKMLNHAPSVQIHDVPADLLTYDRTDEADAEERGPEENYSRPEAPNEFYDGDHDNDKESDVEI
# TMEM16A act – TMEM16A chloride channel activators or potentiators, primary screen, cell-based, HTS; Anoctamin-1 (Mus musculus), Q8BHY3; 340,000 compounds, 0.3% hits; HEK293 TMEM16A/YFP-H148Q/I152L, iodide quench fluorescence; stronger effect = lower value; B-score at 10 µM;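 active = fluorescence-ratio B-score plate-corrected deviation score at least 3 library SD below zero, with starting fluorescence score within 5 deviations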;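 also: channel opened by trigger with iodide after compound preincubation; score built on the fluorescence ratio of max minus min over baseline; more negative score means more quench and so TMEM16A activation or potentiation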
# RGS4 act – RGS4 potentiators or activators, primary screen, cell-based, HEK293 M3R inducible RGS4, calcium flux. carbachol calcium flux Fluo4; stronger effect = lower value. B-score at 10 µM. 310,000 compounds, 0.92% hits;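 active = B-score of the integrated calcium signal more than 4 SD below the library mean, with starting fluorescence not abnormally high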;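 also: negative B-score means reduced calcium response which marks RGS4 activation or potentiation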
#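 Assay system: HEK293 FlpIn-TREx cells, stable M3R, doxycycline-inducible RGS4 / Probe or stimulus: carbachol, ECmax concentration / Times: overnight RGS4 induction, 30 min dye load 37 °C, 20 min compound RT / Signal: kinetic calcium fluorescence imaging with Fluo4-AM dye, 2 µM / Measure: Agonist-evoked peak-minus-minimum fluorescence over baseline, integrated ratio, B score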
# KCNK3 inh – human KCNK3 channel inhibitors, primary screen, CHO cells, FluxOR thallium flux, B-score. B-score at 10 µM. AID 602410, 2012. FluxOR fluorescence; stronger effect = lower value. 340,000 compounds, 0.84% hits;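 active = B-score under library mean minus 4 SD, starting fluorescence ratio at most library mean plus 5 SD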;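 also: more negative B-score means stronger inhibition of thallium flux through KCNK3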
# Target sequence (O14649 whole entry, looked up): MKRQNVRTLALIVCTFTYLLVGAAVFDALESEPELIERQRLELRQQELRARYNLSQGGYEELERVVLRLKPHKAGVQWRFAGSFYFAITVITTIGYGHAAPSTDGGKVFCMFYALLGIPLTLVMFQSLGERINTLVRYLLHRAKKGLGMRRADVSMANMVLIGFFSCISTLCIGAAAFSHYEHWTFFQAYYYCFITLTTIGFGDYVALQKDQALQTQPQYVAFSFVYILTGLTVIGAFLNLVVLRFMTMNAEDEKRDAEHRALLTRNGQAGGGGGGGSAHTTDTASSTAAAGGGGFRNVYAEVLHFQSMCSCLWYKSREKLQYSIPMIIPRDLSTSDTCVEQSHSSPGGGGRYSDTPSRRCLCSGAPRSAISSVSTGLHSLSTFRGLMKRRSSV
# RGS4 inh – RGS4 inhibitors, primary screen, cell-based, HEK293 M3R inducible RGS4, calcium flux; AID 463165, 2010; B-score at 10 µM; Fluo-4 calcium flux; stronger effect = higher value; triggered by carbachol at its EC20; Regulator of G-protein signaling 4 (Homo sapiens), P49798; 310,000 compounds, 0.45% hits;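 active = B-score, a plate-corrected calcium signal, over three deviations above library mean, with baseline fluorescence within five deviations of library mean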;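 also: RGS4 expression induced by doxycycline in cells with stable M3 receptor; B-score is computed from the integrated fluorescence ratio over baseline after carbachol; higher B-score means a larger calcium signal and so more RGS4 inhibition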
# Target sequence (P49798 whole entry, looked up): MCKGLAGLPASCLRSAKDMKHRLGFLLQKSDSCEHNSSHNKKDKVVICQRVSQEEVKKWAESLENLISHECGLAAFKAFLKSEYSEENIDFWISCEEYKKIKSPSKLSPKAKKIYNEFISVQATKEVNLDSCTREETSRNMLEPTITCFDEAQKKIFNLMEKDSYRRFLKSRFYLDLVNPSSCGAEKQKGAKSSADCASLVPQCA
# KCNQ1 pot – potentiators or activators of KCNQ1 channel, primary screen, cell-based, thallium flux, high-throughput; B-score at 10 µM; Potassium voltage-gated channel subfamily KQT member 1 (Homo sapiens), P51787; 310,000 compounds, 0.35% hits; CHO-K1 KCNQ1, thallium flux FluxOR fluorescence; stronger effect = higher value;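 active = fluorescence ratio B-score, a plate-corrected score, at least three library SD, with initial intensity B-score within 5 SD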
#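 Assay system: CHO-K1 cells stably expressing KCNQ1; Medium: assay buffer with matched DMSO; Also added: K+/Tl+ depolarizing stimulus; Dosing: single dose; Timing: dye 90 min, compound 20 min, room temperature; Measured by: kinetic FluxOR thallium fluorescence, 10-s 1-Hz baseline, 110-s post-stimulus read; Read-out: peak-minus-minimum fluorescence over initial fluorescence, negative-control normalized, B-scored.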
# hERG rescue – hERG rescue from dofetilide block, primary screen, cell-based, CHO-hERG, FluxOR thallium flux, dofetilide IC70; Voltage-gated inwardly rectifying potassium channel KCNH2 (Homo sapiens), Q12809; dofetilide IC70 present; activation (rescue from dofetilide block), less the hit threshold, % at 10 µM; 310,000 compounds, 0.51% hits; AID 1511, 2009;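 active = activation above the mean of controls blocked by dofetilide plus 5 SD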;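 also: thallium influx through hERG after potassium depolarization seen as dye fluorescence rise; in these data hits start at about 4.7%; inactives centre near -7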
# ANO1 block – TMEM16A chloride channel inhibitors, primary screen, cell-based, HTS; Anoctamin-1 (Mus musculus), Q8BHY3; HEK293 TMEM16A/YFP iodide influx fluorescence, ionomycin; normalized B-score (activity score, 25-100; higher = stronger inhibition) at 10 µM; 310,000 compounds, 1.2% hits; AID 588511, 2011;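 active = ratio plate-corrected score three or more library SD toward inhibition, starting fluorescence score within five deviations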;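 also: score derived from kinetic fluorescence span divided by baseline fluorescence per well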
# * marks the source's active call; other numbers are inactive results; i = inactive; ? = inconclusive; · = not tested or not shown; & = joins results of further samples.
SMILES,SKKanGAS inh,KCNK9 block,KCNQ1 block,HDAC3 inh,TMEM16A act,RGS4 act,KCNK3 inh,RGS4 inh,KCNQ1 pot,hERG rescue,ANO1 block
Cc1ccccc1C(=O)Nc1nnc(S(=O)(=O)N2CCCCC2)s1,13,i,i,?,i,i,i,i,i,-3,i
Cc1sc2nc(CSc3ccc([N+](=O)[O-])cc3)[nH]c(=O)c2c1C,2,i,i,-1,·,i,·,i,i,-10,i
COc1ccc(C(C(=O)NCC2CCCO2)N(Cc2ccccc2)C(=O)CNC(=O)c2ccco2)cc1OC (stereo not drawn),16,i,i,-4,i,i,i,i,i,-11,i
O=C(CCSc1nnc2scc(-c3ccccc3)n12)NCc1ccc2c(c1)OCO2,2,i,i,4,i,i,i,i,i,-7,i
CCn1c(=O)n(CC)c2cc(N3CCCC3)c(NC(=O)c3ccccc3Br)cc21,-4,i,i,0,i,i,i,i,i,-7,i
Cc1ccc(OCC(=O)NNC(=O)C2CC(=O)N(c3ccc4c(c3)OCCO4)C2)cc1 (stereo not drawn),0,i,i,-6,i,i,i,i,i,-19,i
COc1ccc2oc(=O)c(C(=O)NC3CCCCCC3)cc2c1,-5,i,i,-5,i,i,i,i,i,-9,i
CC1=[N+](C)N(c2ccccc2)C(=O)C1N=Cc1ccc(Cl)cc1 (stereo not drawn),1,i,i,0,i,i,i,i,i,-7,i
Fc1ccccc1OCCCCCN1CCCC1,6,i,i,0,i,i,i,i,i,-13,i
COCCNS(=O)(=O)c1cc(C(=O)O)ccc1OC,2,i,i,1,i,i,i,i,i,-1,i
CC(Oc1ccc(Cl)cc1Cl)C(=O)Nn1cnnc1 (stereo not drawn),-5,i,i,-6,i,i,i,i,i,-12,i
O=C(O)c1cc(N2C(=O)CCC2=O)ccc1Cl,-1,i,i,-2,i,i,i,i,i,-4,i
O=C(Cn1ccc([N+](=O)[O-])n1)NCC1CCCO1 (stereo not drawn),0,i,i,-4,i,i,i,i,i,-5,i
Cc1c(C(=O)OCC(=O)N(C)c2ccccc2)oc2ccccc12,-1,i,i,-4,i,i,i,i,i,-5,i
Cc1cc(C(=O)CCC(=O)NCC2COc3ccccc3O2)c(C)s1 (stereo not drawn),26,i,i,?,i,i,i,i,i,-17,i
CCOc1ccc(OCCCC(=O)N(C)CC(=O)Nc2ccc(N3CCOCC3)cc2)cc1,3,i,i,-5,i,i,i,i,i,-17,i
Cc1ccccc1OCC(O)Cn1c(=N)n(CCN2CCOCC2)c2ccccc21 (stereo not drawn),-4&-5,i,i,2&6,i,i,i,i,i,-9&-14,i
Fc1cc(Br)ccc1NC(=S)Nc1ccccc1,-17,i,i,4,i,i,i,i,i,-13,i
NC(=O)COC(=O)c1cccc(S(=O)(=O)N2CCCc3ccccc32)c1,-2,i,i,-2,i,i,i,i,i,0,i
Cc1ccc2[nH]cc(CCNC(=O)/C=C/c3ccco3)c2c1,1,i,i,2,i,i,i,i,i,-8,i
CCn1c(=O)n(CC(=O)NCC2CCCO2)c(=O)c2c3c(sc21)CCCC3 (stereo not drawn),3,i,i,-1,i,i,i,i,i,-6,i
Cc1cc(C(=O)NNC(=O)c2cccs2)nn1C(C)(C)C,-2,i,i,-1,i,i,i,i,i,-7,i
Cc1nnc(Cn2cnc3c2c(=O)n(C)c(=O)n3C)o1,-3,i,i,2,i,i,i,i,i,-5,i
COC(=O)[C@H](CC(C)C)NC(=O)N1CCCCC1C (stereo partly drawn),-2,i,i,5,i,i,i,i,i,-8,i
C=CCOc1c(CNn2cn[nH]c2=S)cccc1OC,-23,i,i,-7,i,i,i,i,i,-1,i
Cc1nn(C(C)C(=O)NCCCN(Cc2ccccc2)C(C)C)c(=O)c2c1sc1ccccc12 (stereo not drawn),-2,i,i,1,i,i,i,i,i,-5,i
COc1cccc(NC(=O)Nc2ccccc2Br)c1,-16,i,i,-2,i,i,i,i,i,-3,i
NC(=O)C1(N2CCCCC2)CCN(C(=O)CSc2nc3ccccc3o2)CC1,-4,i,i,14,i,i,i,i,i,-8,i
COc1ccc(NC(=O)n2ncc3cc(Cl)ccc32)cc1OC,2,i,i,4,i,i,i,i,i,-5,i
O=C(COc1ccccc1Cl)Nc1ccc(Cl)cn1,-15,i,i,-3,i,i,i,i,i,-13,i
O=C(NC1CCCCC1)C1CCN(C(=O)c2ccc(-c3ccccc3)cc2)CC1,-5,i,i,-3,i,i,i,i,i,-10,i
CC(=O)Nc1ccc(NC(=O)C2CCCN2C(=O)Nc2ccc(F)cc2)cc1 (stereo not drawn),1,i,i,-1,i,i,i,i,i,-4,i
On1nnc2ccccc21,-13,i,i,1,i,i,i,i,i,-8,i
CC1Cc2ccccc2N1C(=O)CSc1nnc(N)s1 (stereo not drawn),-5,i,i,-2,i,i,i,i,i,-10,i
Nc1c(C(=O)Nc2ccc3c(c2)OCCO3)nnn1Cc1ccc(Br)cc1,7,i,i,-9,i,i,i,i,i,-7,i
CC1CCC/C(=N\NC(=O)COc2ccccc2Cl)C1 (stereo not drawn),0,i,i,0,i,i,i,i,i,-3,i
CCOC(=O)N1CCN(C(=O)CN(c2ccc(OCC)cc2)S(C)(=O)=O)CC1,-1,i,i,-8,i,i,i,i,i,2,i
CC(=O)N(NC(=O)c1ccc(C)cc1)C1CC(=O)N(c2ccccc2Cl)C1=O (stereo not drawn),0,i,i,-3,i,i,i,i,i,1,i
Cc1ccc(NC(=O)Nc2ccc([N+](=O)[O-])cc2)nc1,0,i,i,10,i,i,i,i,i,-8,i
COc1cccc(-n2c(SCc3cc(=O)oc4cc(O)c(O)cc34)nc3ccccc3c2=O)c1,35,i,i,-7,i,i,i,i,i,-14,i
CC(C)CCN1CCN(CC(c2ccccc2)c2ccccc2)CC1CCO (stereo not drawn),-12,i,i,0,i,i,i,i,i,-16,i
Cc1nnc(NC(=O)CSc2nnc(C)c(=O)n2N)s1,-2,i,i,0,i,i,i,i,i,-2,i
CC(C)Nc1nc(NC(C)C)nc(C(=O)OCCO)n1,6,i,i,5,i,i,i,i,i,-7,i
CC1(C)CC(=O)c2c(Cc3ccccc3)n[nH]c2C1,-6,i,i,10,i,i,i,i,i,-5,i
C[C@H]1C(=O)N(C)CCN1C(=O)c1cccc(OC2CCN(CC(C)(C)C)CC2)c1,0,i,i,6,i,i,i,i,i,-4,i
C/C=C(/C)C(=O)O[C@H]1[C@@H](O)c2c(ccc3ccc(=O)oc23)OC1(C)C,-1,i,i,-19,i,i,i,i,i,-10,i
O=C(c1cc2ccccc2s1)N1CCN(c2ccccn2)CC1,-10,i,i,-2,i,i,i,i,i,-12,i
CN(C)CCNC(=S)Nc1ccc(Cl)cc1Cl,-4,i,i,4,i,i,i,i,i,-6,i
CCCCN(C(=O)c1ccc(S(=O)(=O)N2CCC(C)CC2)cc1)C1CCS(=O)(=O)C1 (stereo not drawn),0,i,i,0,i,i,i,i,i,-7,i
Cc1cc(NC(=O)c2cccc(F)c2)no1,-4,i,i,4,i,i,i,i,i,-4,i
COc1ccccc1C1NC=C([N+](=O)[O-])C=C1[N+](=O)[O-] (stereo not drawn),-2,i,i,-13,i,i,i,i,i,-13,i
COc1ccc2nc(NC(=O)CN3CCOCC3)sc2c1,-3,i,i,-4,i,i,i,i,i,7.3*,i
COc1ccccc1NS(=O)(=O)c1cc(NC(=O)C(C)(C)C)ccc1N1CCOCC1,-2,i,i,-1,i,i,i,i,i,-25,i
Cc1nc(C(C)NC(=O)CCc2nnc(-c3ccsc3)o2)cs1 (stereo not drawn),-5,i,i,-1,i,i,i,i,i,-4,i
O=C(NC1CCCC1)c1cccc(Cn2cc([N+](=O)[O-])cn2)c1,-4,i,i,-2,i,i,i,i,i,-5,i
CC1CCN(c2ncnc3nc[nH]c23)CC1,-3,i,i,-8,i,i,i,i,i,-14,i
CCn1cc(C(=O)N[C@@H](CCSC)C(=O)NCCCN2CCOCC2)c(=O)c2cc3c(cc21)OCO3,-1,i,i,3,i,i,i,i,i,-7,i
Oc1ccccc1-c1nc(NC2CCCC2)c2ccccc2n1,24,i,i,14,i,-7.8*,i,i,i,-8,i
COC(=O)c1sc2ccccc2c1NC(=O)c1ccc(S(=O)(=O)N2CCC(C)CC2)cc1,5,i,i,0,i,i,i,i,i,-9,i
CCOc1ccc(CCNC(=O)c2ccc(F)c(S(=O)(=O)N3CCOCC3)c2)cc1OCC,4,i,i,-1,i,i,i,i,i,-11,i

# The list continues.
SMILES,SKKanGAS inh,KCNK9 block,KCNQ1 block,HDAC3 inh,TMEM16A act,RGS4 act,KCNK3 inh,RGS4 inh,KCNQ1 pot,hERG rescue,ANO1 block
CCOC(=O)N1CCC(Nc2nc3ccccc3n3nnnc23)CC1,-2,i,i,-13,i,i,i,i,i,-7,i
CC(Oc1ccccc1)c1ccnn1S(=O)(=O)c1ccccc1 (stereo not drawn),4,i,i,1,i,i,i,i,i,-5,i
COc1cccc2cc(CC(=O)c3ccc(C)cc3C)c(=O)oc12,0,i,i,-11,i,i,i,i,i,-3,i
CC(C)NC(=O)C1CC(=O)N(C(C)c2ccccc2)C1 (stereo not drawn),5,i,i,-5,i,i,i,i,i,-15,i

# Rows are unselected; any-hit rate near 6.3%.
